Screening results deposited in PubChem BioAssay by National Center for Advancing Translational Sciences (NCATS).
LmPK inhibitor – blocks Leishmania mexicana pyruvate kinase activity. Q27686. Potency, µM (doses to about 57.5 µM), without a hit: top-dose activity change, negative = inhibition, actives largely listed as inhibitors. purified LmPK, Kinase-Glo ATP luminescence, 1 h. 0.37% of 290,000 active. AID 1721; also: potency is read from the fitted curve at half-maximal effect; % is scaled to controls: 0 for no effect and ±100 for the full control effect
Target sequence (Q27686 whole entry, looked up): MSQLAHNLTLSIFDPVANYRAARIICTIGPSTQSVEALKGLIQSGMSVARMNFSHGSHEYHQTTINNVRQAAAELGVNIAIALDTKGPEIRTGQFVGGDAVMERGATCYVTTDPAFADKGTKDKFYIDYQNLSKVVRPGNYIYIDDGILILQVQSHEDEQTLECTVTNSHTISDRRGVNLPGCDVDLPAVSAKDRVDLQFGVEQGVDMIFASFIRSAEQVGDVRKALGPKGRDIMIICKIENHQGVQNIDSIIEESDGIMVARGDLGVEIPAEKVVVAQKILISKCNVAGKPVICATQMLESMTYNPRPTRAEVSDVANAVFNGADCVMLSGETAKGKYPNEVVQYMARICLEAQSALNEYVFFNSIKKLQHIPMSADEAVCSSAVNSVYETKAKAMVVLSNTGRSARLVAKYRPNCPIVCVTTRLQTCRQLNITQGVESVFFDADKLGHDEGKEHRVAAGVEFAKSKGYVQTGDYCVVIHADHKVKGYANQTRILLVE
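ATP generated from ADP (0.1 mM) and PEP (0.5 mM) by 0.1 nM LmPK over 1 h at room temperature (pH 7.2 imidazole buffer) was detected by coupled luciferase luminescence. Values were normalized to uninhibited and no-enzyme wells.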
Shiga toxin inh – inhibitors of Shiga toxin in Vero cells. 9.2% of 290,000 active. Vero cells, Shiga toxin protein synthesis inhibition reporter. inhibition, % at 38.7 µM; in the data active = inhibition mostly above about 28%, no sharp cut-off; inactive = mostly below about 43%; also: 0% is about no effect
CHX counter – counter-screen for Shiga toxin inhibitors: cycloheximide protein synthesis inhibition; cell reporter, cycloheximide protein synthesis inhibition counterscreen; max response, %; 12% of 300,000 active; AID 2314; in the data active = max response mostly above about 13%, no sharp cut-off; inactive = mostly below about 14%; also: read at 38.3 µM for the half of the compounds with a filed dose; 0% is about no effect
AMA1-RON2 inh – AMA1-RON2 (P. falciparum) interaction inhibition. Potency, µM (series often up to 58.2 µM), for inactives: top-dose activity change, negative = inhibition, actives largely listed as inhibitors. AlphaScreen AMA1-biotinylated RON2 peptide binding. 0.2% of 360,000 active;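 also: potency is read from the fitted curve at half-maximal effect; 0% = vehicle wells and -100% = peptide control; nearly all actives have a fitted effect of over 45% in size; some results filed as inactive show a strong effect at the top dose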
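AMA1 (3D7) with his tag at 25 nM final met compounds first, then biotinylated RON2 peptide at 25 nM; detection used donor plus acceptor beads, 10 µg/mL apiece, read by AlphaScreen after 30 min at room temperature.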
Tb PYK inh – inhibitors of Trypanosoma brucei pyruvate kinase; Q57TT1; TbPYK enzyme, Kinase-Glo Plus ATP luminescence, 45 min; Potency, µM (titrated, usually from 76.8 µM), for the others: at the highest dose activity, negative = inhibition, hits mostly inhibitors; 0.12% of 410,000 active; AID 624173; also: potency is read from the fitted curve at half-maximal effect; % is scaled to controls: 0 for no effect and ±100 for the full control effect; nearly all actives have a fitted effect of over 50% in size
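T. brucei PYK with substrate was exposed to pin-transferred compounds across a concentration series, then started with 130 uM ADP (final). After 45 min at room temperature, Kinase-Glo Plus luminescence was read, normalized and curve-fitted.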
Pf growth 48h – P. falciparum growth inhibition at 48 hours (one generation); P. falciparum luciferase growth in erythrocytes, 48 h; Potency, µM (top dose mostly 28.7 µM), for the others: at the highest dose activity change, negative = inhibition, hits mostly inhibitors; 5.9% of 310,000 active; AID 504832; also: potency is read from the fitted curve at half-maximal effect; % is scaled to controls: 0 for no effect and ±100 for the full control effect
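Luminescence readout; reporter = integrated firefly luciferase in P. falciparum. RBC culture at 2% hematocrit, 0.1% parasitemia final, 37 C/5% CO2; decreased signal taken as growth inhibition.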
Pf growth 96h – inhibits malaria parasite growth, 96 h. 6.9% of 320,000 active. P. falciparum luciferase reporter growth, 96 h. Potency, µM (doses to about 28.7 µM), for the others: at the highest dose activity change, negative = inhibition, most hits filed as inhibitors; also: potency is read from the fitted curve at half-maximal effect; % is scaled to controls: 0 for no effect and ±100 for the full control effect
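Parasite growth measured via integrated firefly luciferase reporter in P. falciparum. Infected erythrocytes at 2% hematocrit, 0.05% parasitemia final were treated 96 hours at 37 C under 5% CO2, and luminescence was read.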
Numbers without * were called inactive; i = inactive; ? = inconclusive; / = no result given; & = joins results of further samples; [ ] = remark or other dose. Unless noted, calls follow the shape of the dose curve; as a rule, active = well fitted curve in the direction sought with a large enough effect; inconclusive = small, poorly fitted or top-dose-only effect, or another doubt; inactive = no such curve, though single readings can be large; an effect the other way counts as inactive or inconclusive.

Sample of the layout:
SMILES	LmPK inhibitor	Shiga toxin inh	CHX counter	AMA1-RON2 inh	Tb PYK inh	Pf growth 48h	Pf growth 96h
COc1cc(C(=O)OC2C[C@H]3CC[C@@H](C2)N3)ccc1O (some centres undefined)	5%	-5	-1	-1%	-1%	12µM*	?
CCn1cnc2cc(NCc3nc4ccccc4n3Cc3ccccc3)ccc21	-11%	50*	33*	9%	-8%	9%	152%[activator]
N#Cc1ccc(COC(=O)C2CCC(=O)N2)cc1 (centres undefined)	-2%	-6	-9	0%	0%	/	11%
Cc1ccc(S(=O)(=O)N(C)c2ccc(OCC(=O)NCC3(N(C)C)CCCCC3)cc2)cc1	/	/	/	-14%	-5%	9.3µM*	9.3µM*
COc1cccc(-c2nnc(SCC(=O)NCc3ccc4c(c3)OCO4)n2Cc2ccco2)c1	14%	-6	-6	11%	?	/	6.6µM*
COc1ccc(S(=O)(=O)N2CCCC(C(=O)NC3CCCC3)C2)cc1OC (centres undefined)	0%	-16	-7	-7%	0%	-12%	?
Cc1cccc(C)c1-n1cccc1/C=C1/C(=N)N2C(=NC1=O)SN=C2S(C)(=O)=O	-7%	17	13	-2%	-9%	-10%	56%[activator]

This part in full, previewed entries included:
SMILES	LmPK inhibitor	Shiga toxin inh	CHX counter	AMA1-RON2 inh	Tb PYK inh	Pf growth 48h	Pf growth 96h
COc1cc(C(=O)OC2C[C@H]3CC[C@@H](C2)N3)ccc1O (some centres undefined)	5%	-5	-1	-1%	-1%	12µM*	?
CCn1cnc2cc(NCc3nc4ccccc4n3Cc3ccccc3)ccc21	-11%	50*	33*	9%	-8%	9%	152%[activator]
N#Cc1ccc(COC(=O)C2CCC(=O)N2)cc1 (centres undefined)	-2%	-6	-9	0%	0%	/	11%
Cc1ccc(S(=O)(=O)N(C)c2ccc(OCC(=O)NCC3(N(C)C)CCCCC3)cc2)cc1	/	/	/	-14%	-5%	9.3µM*	9.3µM*
COc1cccc(-c2nnc(SCC(=O)NCc3ccc4c(c3)OCO4)n2Cc2ccco2)c1	14%	-6	-6	11%	?	/	6.6µM*
COc1ccc(S(=O)(=O)N2CCCC(C(=O)NC3CCCC3)C2)cc1OC (centres undefined)	0%	-16	-7	-7%	0%	-12%	?
Cc1cccc(C)c1-n1cccc1/C=C1/C(=N)N2C(=NC1=O)SN=C2S(C)(=O)=O	-7%	17	13	-2%	-9%	-10%	56%[activator]
COC(=O)C1(C)NC(c2cccs2)C2C(=O)N(c3ccc(F)cc3)C(=O)C21 (centres undefined)	0%	-7	-2	-4%	2%	13%	?
CCOC(=O)c1cc(C(=O)NC(C)c2ccccc2)c(=O)[nH]c1C (centres undefined)	0%	27	1	-3%	1%	26%	58%[activator]
CN1CCN(c2cc3c(c4c2[nH]c2ccccc24)C(=O)CC(C)(C)C3)CC1	5%	-11	10	-7%	1%	/	-30%
CCCc1cc(=O)oc2c(C)c(OC3CCCCC3=O)ccc12 (centres undefined)	0%	-8	-2	7%	8%	-1%	5%
Cc1cccc(C)c1C(=NCCCN(C)C)c1ccccc1	-3%	-1	-3	-7%	-10%	9.3µM*	4.7µM*
CCN(CC)C(=O)c1[nH]cnc1C(=O)NCC(=O)OCc1ccccc1	1%	-6	-2	109%[activator]	-6%	-4%	0%
Cc1ccc2nc(-c3ccncc3)c(Nc3ccccc3)n2c1	0%	-8	-2	0%&-13%	-12%	?	-1%
CN1C(C(=O)NCc2ccccc2)CC2Cn3c(nc4cc(Cl)c(Cl)cc43)C21 (centres undefined)	0%	-10	-5	-4%	-2%	19%	38%[activator]
CC(C)OC(=O)c1c(N)n(CC2CCCO2)c2nc3ccccc3nc12 (centres undefined)	-1%	-2	0	7%	-7%	?	49%[activator]
NC(=O)Nn1c(CCC(=O)O)ccc1-c1ccc(F)cc1	7%	-7	-3	-3%	4%	4%	5%
CCSc1nc2ccc(OC)cc2cc1C#N	-2%	20	-1	15%	0%	45%[activator]	0%
O=C1OCCC1Sc1nnc(-c2ccccc2Br)n1Cc1ccccc1 (centres undefined)	0%	-2	-3	-6%	-8%	7%	8%
CC(=O)/C(N=Nc1cc(C)ccc1O)=C(\C)O	8%	38	9	31%[activator]	-3%	?	?
CCCCc1ccc(NC(=O)C(=O)NCCN2CCN(Cc3ccc([N+](=O)[O-])cc3)CC2)cc1	-6%	-7	-2	0%	0%	?	?
COCCn1cnnc1SCC(=O)Nc1ccc(Br)cc1F	2%	54	-8	-2%	-6%	0%	14%
CCCCNc1ccc(C(=O)Nc2cccc(C)n2)cc1[N+](=O)[O-]	0%	21	13*	-11%	3%	2%	24%
c1ccc(-n2ncc3c(N4CCN(CCOc5cccc6ccccc56)CC4)ncnc32)cc1	-5%	9	4	1%	0%	/	-7%
O=C(OCc1nnc(-c2ccccc2)o1)C1CC(=O)N(Cc2ccco2)C1 (centres undefined)	5%	17	10	14%	-3%	2%	28%

(list continues)
SMILES	LmPK inhibitor	Shiga toxin inh	CHX counter	AMA1-RON2 inh	Tb PYK inh	Pf growth 48h	Pf growth 96h
CSc1ccc(CNCC(O)c2ccccc2)cc1 (centres undefined)	1%	16	22*	-9%	-5%	?	46%
c1ccc(-c2cc(N3CCCCC3)ncn2)cc1	-1%	62*	41*	5%	-1%	92%[activator]	/
CCOc1ccc(CNS(=O)(=O)c2cc(-c3cc(C)no3)ccc2OC)cc1OC	3%	-2	12	-9%	-2%	-5%	32%[activator]
Cc1ccc(N2CC(C(=O)Nc3c4c(nn3C(C)(C)C)CS(=O)(=O)C4)CC2=O)cc1 (centres undefined)	-3%	-12	-1	0%	4%	10%	-25%
COc1ccccc1C(=O)NCCC(=O)N(C)CC(=O)Nc1ccccc1Br	/	/	/	-21%	-9%	7%	29%
Cc1ccc(CSCCNS(=O)(=O)c2ccccc2)cc1	4%	-9	-2	-5%	-10%	2%	1.5µM*
O=C(O)c1cc(-c2ccco2)nc2cc3ccccc3cc12	12%	18	7	-15%	-24%	33%[activator]	0%
CC(C)(C)OC(=O)NCCc1nnc(SCc2ccc(Cl)cc2)o1	-4%	-16	8	0%	-2%	-7%	/
Cc1cc2nc(CS)[nH]c2cc1C	?	60	17*	114%[activator]	-10%	?	?
CS(=O)(=O)N1CCN(c2ccc([N+](=O)[O-])c(NCc3ccccc3)c2)CC1	2%	-15	-4	-7%	2%	?	?
O=C(NCCCN1CCOCC1)c1ccc2c(c1)N(Cc1cccc(Cl)c1)C(=O)c1ccccc1S2=O (centres undefined)	2%	2	-2	-9%	6%	12µM*	-7%
Cc1cc(C)n2nc3nc4c(cc3c2n1)CCCC4	-14%	35	15	4%	-2%	-32%	?
Cc1ccc(NC(=O)CN(C)S(=O)(=O)c2cccc3nsnc23)cc1Cl	1%	-10	9	-11%	-2%	-18%	/
CCC1=NN2C(=N)/C(=C\c3ccc(OCCOc4ccc(NC(C)=O)cc4)c(OC)c3)C(=O)N=C2S1	12%	-7	-2	20%	-6%	6%	?
O=C(N/N=C/c1ccccn1)c1cc(-c2ccccc2Cl)n[nH]1	-1%	95*	35*	103%[activator]	1%	?	?
Cc1cc(C(=O)COC(=O)c2ccc(F)cc2F)c(C)n1C1CC1	/	/	/	-2%[11.6 µM]	-2%	141%[activator]	i
Cc1nn(CCCC(=O)NCc2ccc(Cl)cc2)c(C)c1[N+](=O)[O-]	-2%	-12	2	-4%	-9%	-16%	-4%
Cc1c(NC(=O)C(C)OC(=O)/C=C/c2ccc(OC(F)F)cc2)c(=O)n(-c2ccccc2)n1C (centres undefined)	/	/	/	4%	2%	21%	3%
C[C@]12CCC(=O)C=C1[C@@H]1C[C@H]1[C@H]1[C@@H]3[C@@H]4C[C@H]4[C@@]4(CCC(=O)O4)[C@@]3(C)CC[C@@H]12	/	/	/	/	5%	?	?
CC(=O)c1sc(NCc2ccccc2)nc1C	1%	43	31*	-7%	-7%	34%[activator]	2%
CC(C)(C)C1(C)OC(=O)C(=Cc2ccc(OCC(=O)Nc3ccccc3)cc2)C(=O)O1 (centres undefined)	-1%	59*	18*	-20%	-17%	-4%	1%
O=C(NCCN1CCOCC1)c1ccc(CS(=O)(=O)c2ccc(Cl)cc2)o1	-2%	-7	-3	-11%	-6%	39%[activator]	-21%
Cn1c(SCC(=O)Nc2ccc3c(c2)n(C)c(=O)n3C)nnc1-c1ccncc1	-1%	9	-8	-7%	0%	?	5%
CCN(CC)S(=O)(=O)c1ccc(N2CCN(CCO)CC2)nc1	5%	9	0	-2%[2.32 µM]	1%	-2%	4%
COc1cc2c(cc1NC(=O)Cn1cnc3c1c(=O)n(C)c(=O)n3C)oc1ccccc12	-2%	-10	-7	/	/	-13%	2%
COc1ccc(CC2C(=O)N(C)C(=O)N(C)C2=O)c(OC)c1	2%	6	10	1%	-8%	-10%	/

Five of the compounds above, bar-delimited:
smiles | LmPK inhibitor | Shiga toxin inh | CHX counter | AMA1-RON2 inh | Tb PYK inh | Pf growth 48h | Pf growth 96h
Cc1ccc(NC(=O)CN(C)S(=O)(=O)c2cccc3nsnc23)cc1Cl | 1% | -10 | 9 | -11% | -2% | -18% | /
CCC1=NN2C(=N)/C(=C\c3ccc(OCCOc4ccc(NC(C)=O)cc4)c(OC)c3)C(=O)N=C2S1 | 12% | -7 | -2 | 20% | -6% | 6% | ?
O=C(N/N=C/c1ccccn1)c1cc(-c2ccccc2Cl)n[nH]1 | -1% | 95* | 35* | 103%[activator] | 1% | ? | ?
Cc1cc(C(=O)COC(=O)c2ccc(F)cc2F)c(C)n1C1CC1 | / | / | / | -2%[11.6 µM] | -2% | 141%[activator] | i
Cc1nn(CCCC(=O)NCc2ccc(Cl)cc2)c(C)c1[N+](=O)[O-] | -2% | -12 | 2 | -4% | -9% | -16% | -4%

2 entries drawn at random from those above:
SMILES	LmPK inhibitor	Shiga toxin inh	CHX counter	AMA1-RON2 inh	Tb PYK inh	Pf growth 48h	Pf growth 96h
c1ccc(-c2cc(N3CCCCC3)ncn2)cc1	-1%	62*	41*	5%	-1%	92%[activator]	/
CS(=O)(=O)N1CCN(c2ccc([N+](=O)[O-])c(NCc3ccccc3)c2)CC1	2%	-15	-4	-7%	2%	?	?
